MBD2 DNA inh = inhibitors of human MBD2 binding to methylated oligonucleotide | TR-FRET | inhibition, % at 4.4 µM | 370,000 tested, 0.31% active | AID 686964; in the data active = inhibition above about 13%
TCR CD3 inh = human TCR-CD3 binding inhibition; TAMRA-labeled TCR probe fluorescence, biochemical; inhibition, % at 9.4 µM; 360,000 tested, 0.37% active; AID 651800; in the data active = inhibition above about 19%;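 note: recombinant mutant TCR 2C K166C tagged with TAMRA read by polarization; 0% = receptor in buffer alone and 100% = receptor with positive control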
PRMT1 FP inh = PRMT1 (human) inhibition, primary screen. recombinant PRMT1, activity-based probe fluorescence polarization. inhibition, % at 2.79 µM. 370,000 tested, 1.3% active;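 active = inhibition above about 21% made by adding two undisclosed values, limit read from the data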
Target sequence (Q99873 whole entry, looked up): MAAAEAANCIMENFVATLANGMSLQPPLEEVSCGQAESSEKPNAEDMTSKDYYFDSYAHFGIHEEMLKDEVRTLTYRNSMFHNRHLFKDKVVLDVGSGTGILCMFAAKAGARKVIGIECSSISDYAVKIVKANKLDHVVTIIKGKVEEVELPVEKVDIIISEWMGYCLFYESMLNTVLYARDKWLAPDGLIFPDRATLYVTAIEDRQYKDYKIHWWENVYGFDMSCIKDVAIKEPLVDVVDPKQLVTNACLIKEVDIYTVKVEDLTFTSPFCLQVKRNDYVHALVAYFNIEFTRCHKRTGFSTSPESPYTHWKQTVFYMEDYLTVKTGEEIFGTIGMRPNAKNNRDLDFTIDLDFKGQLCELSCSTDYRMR
UHRF1 binding = UHRF1 methyl-DNA binding inhibition. Q96T88. UHRF1 binding to methylated oligo, TR-FRET. inhibition, % at 4.4 µM. 370,000 tested, 0.75% active. AID 687016; in the data active = inhibition above about 21%;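 note: UHRF1 SRA domain binding a hemimethylated CpG hairpin DNA probe; 0% = median of test compound wells and 100% = reference inhibitor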
HTRA1 inh = blocks human HTRA1 serine peptidase. recombinant HTRA1, FP-rhodamine activity-based probe, fluorescence polarization. 340,000 tested, 0.5% active. Q92743. inhibition, % at 5.96 µM; in the data active = inhibition above about 36%;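 note: 0% = enzyme with DMSO and 100% = wells lacking enzyme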
rCAG RNA binder = binds r(CAG) RNA repeats. r(CAG) RNA repeat, TO-PRO-1 dye displacement fluorescence. inhibition, % at 3 µM. 370,000 tested, 1.3% active. AID 651821;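 active = inhibition above the plate cutoff, the mean of all test compounds on that plate plus 3 SD, cut at about 35% in these data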;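 note: 0% = DMSO alone and 100% = 100 µM mitoxantrone as full dye displacement; higher means more dye released from RNA so lower well fluorescence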
ABHD4 inh = inhibitors of mouse ABHD4 | AID 720543 | Q8VD66 | 370,000 tested, 0.54% active | purified mABHD4, FP-Rh probe fluorescence polarization | inhibition, % at 8.92 µM;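 active = inhibition exceeding the mean over every tested compound plus 3 SD, cut at about 30% in these data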;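 note: 0% = plate median of compound wells and 100% = S159A mutant with DMSO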
Target sequence (Q8VD66 whole entry, looked up): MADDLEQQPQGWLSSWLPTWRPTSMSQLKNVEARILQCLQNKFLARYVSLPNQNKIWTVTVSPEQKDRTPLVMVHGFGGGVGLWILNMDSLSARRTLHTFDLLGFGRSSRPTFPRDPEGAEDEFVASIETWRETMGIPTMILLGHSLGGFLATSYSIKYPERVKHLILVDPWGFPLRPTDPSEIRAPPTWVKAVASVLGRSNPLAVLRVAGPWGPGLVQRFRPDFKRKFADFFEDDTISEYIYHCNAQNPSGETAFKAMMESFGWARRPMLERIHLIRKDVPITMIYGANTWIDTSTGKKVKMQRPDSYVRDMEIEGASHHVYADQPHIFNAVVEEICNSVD
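assay system = mABHD4 protein | compound dosing = single nominal dose of 8.92 µM, 0.89% DMSO final | read-out basis = percent inhibition of probe binding, normalized to plate controls | schedule = Enzyme–compound pre-incubation 45 min, then probe 60 min, both 25 °C | detection = fluorescence polarization, excitation 525 nm, emission 598 nm, BODIPY TMR filters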
PG9 Ab binder = PG9 antibody binding by small molecule. TR-FRET gp120-PG9 antibody binding. inhibition, % at 6.7 µM. 360,000 tested, 0.43% active. AID 624416; in the data active = inhibition above about 8.5%
LEDGF integ inh = blocks HIV-1 LEDGF/p75-dependent DNA integration. TR-FRET IN-LEDGF/p75 DNA integration, Eu/Cy5. inhibition, % at 3.7 µM. 370,000 tested, 0.64% active. AID 743269;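 active = inhibition above the screen-wide mean plus 3 SD, cut at about 13% in these data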;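 note: signal is the Cy5 over europium emission ratio at 671 and 618 nm; 0% = plate median of compound wells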
Rev-erbA mod = Rev-erb alpha (human) modulation; P20393; Rev-erbα–FITC-DNA binding, fluorescence polarization, 90 min; activity, % at 10 µM; 370,000 tested, 0.79% active; AID 1259318;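 active = activity above about 14%, limit read from the data; passing the limit was not always enough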;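 note: 0% = DMSO wells with 35 nM protein and 100% = DMSO wells with 750 nM protein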
Active calls of the source: *; nt = not tested or not shown. Some of the compounds tested; rates above refer to the full screens.

SMILES	MBD2 DNA inh	TCR CD3 inh	PRMT1 FP inh	UHRF1 binding	HTRA1 inh	rCAG RNA binder	ABHD4 inh	PG9 Ab binder	LEDGF integ inh	Rev-erbA mod
COc1ccc(Nc2nc3ccccc3n3nnnc23)cc1	-1	-1	0	1	3	3	-1	-2.3	-1	6
CC(=O)N/C(=C\c1ccccc1)C(=O)OCC(=O)Nc1cc(S(=O)(=O)N(C)C)ccc1Cl	4	8	-2	-2	5	-3	5	1.5	-1	-6
CN(C(=O)COC(=O)C1CCN(S(=O)(=O)c2ccc3c(c2)OCCO3)CC1)C1CCCCC1	2	2	-1	-1	-3	-7	-2	0.0	-2	3
CCOc1ccc(NC(=O)c2cc(=O)[nH]c3ccccc23)cc1	-1	3	-2	-1	5	13	-2	-2.2	2	2
CC(C)C(=O)Nc1cccc(C(=O)Nc2ccc(S(=O)(=O)Nc3nccs3)cc2)c1	-1	-6	-4	6	-6	18	-11	1.9	1	-2
CCC(C(=O)Nc1ccccc1C(=O)N1CCOCC1)N1C(=O)c2ccccc2C1=O (stereo not drawn)	-2	3	1	2	5	-1	0	0.7	4	-1
CC(=O)Nc1ccc(SC[C@H](Cc2ccccc2)N2CCN(CCc3ccccc3)CCC2=O)cc1	4	-1	29*	1	-15	-2	4	1.5	0	3
C/C(=N/OCO/N=C(\C)c1ccc(F)cc1F)c1ccc(F)cc1F	1	-2	-2	4	-5	5	-3	1.3	-1	-3
CCCN1CCN(S(=O)(=O)c2ccc(OC)c(Br)c2)CC1	5	-4	3	0	-1	-5	-1	-0.8	1	-6
CCOc1ccc(C2C(C(=O)c3ccco3)=C(O)C(=O)N2CCN2CCOCC2)cc1OCC (stereo not drawn)	-8	5	3	-3	1	5	8	1.0	4	-7
Cc1ccc(Nc2nc(/N=C/NO)n[nH]2)cc1C	3	6	-4	-2	3	0	3	-2.7	3	0
O=C1Nc2ccc([N+](=O)[O-])cc2OC1CCN1CCOCC1 (stereo not drawn)	-2	-7	1	-1	7	0	-1	0.5	-1	-1
Cc1ccc2cccc(NS(=O)(=O)c3ccccc3)c2n1	0	2	-7	-2	nt	-1	-6	-1.3	-18	12
CC(=O)c1ccc(OCC(=O)OCC(=O)Nc2sccc2C(N)=O)cc1	-7	4	0	0	6	5	4	-0.3	0	-4
CC(=O)OC1CCC2C3CCC4OC(=O)CCC4C3CCC12C (stereo not drawn)	-3	-8	4	1	-3	-2	-7	-1.9	-1	8
CN(C(=O)CN(c1ccccc1)S(=O)(=O)c1ccc(F)cc1)C1CCS(=O)(=O)C1 (stereo not drawn)	-5	4	-4	-1	-1	0	-3	-0.1	3	3
Cc1ccc(-n2c(SCC(=O)Nc3ccc4c(c3)OCO4)nnc2-c2cccs2)cc1	0	2	-1	8	-7	4	-1	0.9	0	-2
COc1cc(C(=O)Nc2cc(OC)c(OC)c(OC)c2)ccc1OCc1c(C)noc1C	-2	-1	2	-1	6	2	8	-0.7	-1	1
CCN(CC(=O)Nc1ccc(NC(C)=O)cc1)C(=O)c1cc([N+](=O)[O-])ccc1Sc1ccc(Cl)cc1	0	1	3	2	-15	9	-6	-0.7	-1	12
Cc1cc(C)cc(NC(=S)N(CCCN2CCN(C)CC2)Cc2cccs2)c1	-5	-5	5	2	3	-4	5	-2.1	-1	-4
O=c1oc(/C=C/c2ccccc2)nc2ccccc12	-4	-7	1	4	-23	4	2	-0.1	-8	4
Cc1ccc(SCC(=O)Nc2ccc(S(=O)(=O)Nc3nccs3)cc2)cc1	1	7	-2	2	-8	49*	-5	-1.3	-2	0
CN(Cc1ccccc1)C(c1cc2ccccc2o1)c1nnnn1C(C)(C)C (stereo not drawn)	3	-2	3	1	nt	3	-1	-1.1	0	2
C=CCN1C(=O)C(CC(=O)NCC)SC1=Nc1cc(Cl)ccc1Cl (stereo not drawn)	-1	5	1	0	-1	-8	-2	-0.8	1	6

Sorted by molar mass (low to high): part of the list above.
SMILES	MBD2 DNA inh	TCR CD3 inh	PRMT1 FP inh	UHRF1 binding	HTRA1 inh	rCAG RNA binder	ABHD4 inh	PG9 Ab binder	LEDGF integ inh	Rev-erbA mod
CC(=O)OC1CCC2C3CCC4OC(=O)CCC4C3CCC12C (stereo not drawn)	-3	-8	4	1	-3	-2	-7	-1.9	-1	8
C=CCN1C(=O)C(CC(=O)NCC)SC1=Nc1cc(Cl)ccc1Cl (stereo not drawn)	-1	5	1	0	-1	-8	-2	-0.8	1	6
Cc1ccc(SCC(=O)Nc2ccc(S(=O)(=O)Nc3nccs3)cc2)cc1	1	7	-2	2	-8	49*	-5	-1.3	-2	0
CN(C(=O)CN(c1ccccc1)S(=O)(=O)c1ccc(F)cc1)C1CCS(=O)(=O)C1 (stereo not drawn)	-5	4	-4	-1	-1	0	-3	-0.1	3	3
COc1cc(C(=O)Nc2cc(OC)c(OC)c(OC)c2)ccc1OCc1c(C)noc1C	-2	-1	2	-1	6	2	8	-0.7	-1	1

Later entries
SMILES	MBD2 DNA inh	TCR CD3 inh	PRMT1 FP inh	UHRF1 binding	HTRA1 inh	rCAG RNA binder	ABHD4 inh	PG9 Ab binder	LEDGF integ inh	Rev-erbA mod
C=CCOc1ccc2ccccc2c1CNc1ncn[nH]1	-6	-6	-2	-2	4	5	-5	-4.5	6	0
CSc1ccccc1NC(=O)CN1C(=O)C2CC=CCC2C1=O (stereo not drawn)	-2	7	0	0	4	2	6	-4.6	4	-5
O=C(CSc1nc(-c2ccco2)cc(C(F)(F)F)n1)Nc1ccc2c(c1)CCC2	-9	-1	-3	1	-4	-1	-15	-3.1	1	0
CCCN(CC(=O)Nc1ccccc1C)C(=O)COC(=O)CSc1ccc([N+](=O)[O-])cc1	-4	11	1	-2	-10	-1	-2	-1.0	-1	-4
Cc1ccc(S(=O)(=O)N2CCN(C(=O)c3cc(C4CC4)nn3-c3ccccc3)CC2)cc1	6	7	-4	-4	-3	2	0	-2.2	3	-5
COC(=O)N1[C@H](C)C=C[C@]1(Cc1ccccc1)C(=O)O	8	-2	1	4	0	5	-12	3.0	5	4
Cc1ccc2oc(-c3cccc(NC(=O)/C=C/c4cccc([N+](=O)[O-])c4)c3C)nc2c1	-2	2	-1	1	-8	6	-4	-1.4	1	-8
Cc1cccc(C2NC(c3cccc(C)c3)C(C)C(=O)C2C)c1 (stereo not drawn)	0	-2	-5	2	-1	-1	-9	-1.4	5	1
Cc1cc([N+](=O)[O-])ccc1NC(=O)c1csc(C)c1C	1	14	-2	-2	2	2	3	-1.6	2	-4
CN1C(=O)c2cccc3c(Br)ccc(c23)C1=O	4	-11	11	-2	nt	-2	-10	3.8	-3	6
COc1ccc(-c2noc(CCC(=O)O)n2)cc1	3	1	-3	1	-3	-1	-4	0.1	-3	2
CCC(C)Oc1nc2c(c(=O)n(C)c(=O)n2C)n1C (stereo not drawn)	-2	-4	-3	2	1	0	4	-0.8	2	4
O=C(NCc1cc([N+](=O)[O-])ccc1O)c1cc(-c2ccncc2)nc2ccccc12	-5	-5	4	-1	-2	27	-4	-0.1	-2	0
CCC(C)C(N)C1=NC(C(=O)N[C@@H](CC(C)C)C(=O)N[C@H](CCC(=O)O)C(=O)N[C@H](C(=O)N[C@H]2CCCCNC(=O)[C@H](CC(N)=O)NC(=O)[C@@H](CC(=O)O)NC(=O)[C@H](Cc3cnc[nH]3)NC(=O)[C@@H](Cc3ccccc3)NC(=O)[C@H]([C@@H](C)CC)NC(=O)[C@@H](CCCN)NC2=O)[C@@H](C)CC)CS1 (stereo partly drawn)	-3	3	3	-5	-1	18	4	-0.7	5	-1
CCCCn1c(N)c(N(CC)C(=O)c2ccc(N3CCCC3=O)cc2)c(=O)[nH]c1=O	1	5	-2	-2	7	0	-3	-1.1	3	-2
CCN(CC)S(=O)(=O)c1ccc(NCCc2ccccn2)nc1	2	2	2	0	1	-3	3	1.1	0	2
COc1ccc(-c2csc(NC(=O)C3CCCO3)n2)cc1 (stereo not drawn)	6	-6	1	11	-4	0	-4	-2.4	-1	-2
COCCCN1C(=O)c2[nH]nc(-c3cc(C)cc(C)c3O)c2C1c1ccc(O)c(OC)c1 (stereo not drawn)	1	1	1	-1	13	-1	6	-0.1	-4	-3
COc1ccc(-c2cc(C(F)(F)F)n3nc(C(=O)N4CCCCC4)cc3n2)cc1	1	5	3	4	0	1	2	-1.0	0	-6
CCc1ccc(N2C(=O)CC(N3CCN(Cc4ccc5c(c4)OCO5)CC3)C2=O)cc1 (stereo not drawn)	2	-3	13	5	1	-2	-5	1.1	-6	2
Cn1nc(C(C)(C)C)cc1C(=O)NCc1ccc2c(c1)OCO2	6	0	-4	0	4	-6	-4	-2.9	0	-7
COc1ccc(CNC(=O)[C@H](CCSC)NC(=O)N2CCn3c2nc2ccccc23)cc1	3	-7	2	-1	-8	-3	9	-0.2	-4	7
CC(C)(O)C(=O)NNC(=S)Nc1cccc(C(F)(F)F)c1	-3	0	-1	-3	7	2	5	1.4	-1	2
COc1cc(C(=O)N(Cc2cc3ccccc3[nH]c2=O)CC2CCCO2)cc(OC)c1OC (stereo not drawn)	7	7	2	-2	-2	-3	8	0.8	-5	5
CCOC(=O)[C@H]1[C@H]2COc3ccc(C)cc3[C@@H]2N2C(=O)c3cc(Br)ccc3NC(=O)[C@@]12C	3	-2	-1	1	-32	0	-22	-1.0	0	-2
CC1CN(C(=O)c2cccc(S(=O)(=O)Nc3cc(Cl)ccc3Cl)c2)CC(C)O1 (stereo not drawn)	-1	3	1	-1	1	41*	0	-0.8	0	0
CCN(CC)CCN(C)C(=O)c1[nH]c(C(F)(F)F)nc1-c1ccccc1	-3	-7	0	3	nt	3	3	-0.4	-3	3
Cc1ccc(Nc2nc3ccccc3c(=O)[nH]2)cc1C	13	1	-2	0	0	32	4	-0.1	-2	0
CCOC(=O)c1ccc(-n2ccnc2)c(NC(=O)c2cccc(Br)c2)c1	1	7	1	-1	-2	-4	-3	-2.1	0	-2
CC(C(=O)N1CCCC1)N1CCN(c2ccccc2O)CC1 (stereo not drawn)	0	1	-3	1	1	1	4	-0.5	4	-3
Nc1nc2n(n1)C(c1cccc(Br)c1)CC(c1ccc(F)cc1)N2 (stereo not drawn)	3	-1	-3	15	-6	4	5	-1.8	2	-5
Cc1c(C(=O)O)sc2nc(CSc3ncc(C(F)(F)F)cc3Cl)[nH]c(=O)c12	-2	-1	-5	-1	-3	7	-1	-0.4	0	2
O=C(CCn1c(=O)c2sccc2n(CC(=O)OCc2ccccc2)c1=O)NCc1ccccc1	-3	8	-3	0	1	-3	1	-2.9	0	6
COC(=O)C1=C(C)N(Cc2ccc(C(F)(F)F)cc2)C(=NCc2cccc(C(F)(F)F)c2)NC1c1ccccc1C(F)(F)F (stereo not drawn)	-4	2	-2	-2	nt	3	1	-0.2	-2	-1
COCC1CCCCN1C(=O)c1ccc(OC)c(OC2CCN(C(C)C)CC2)c1 (stereo not drawn)	1	-4	5	7	6	-4	1	0.7	2	1
Nc1nc(NC(=O)Cc2ccccc2)nn1-c1ccccc1	0	1	-3	3	3	-1	7	-1.6	-2	-2
Cc1ccc(NC(=S)Nc2cc(C)on2)cc1	12	3	-3	-2	nt	6	-3	-0.2	7	7
CCN1C(=NCCc2ccccn2)N[C@@H](c2cccc(C(F)(F)F)c2)C(C(=O)OC)=C1C	-1	0	-1	-2	5	-4	0	-0.3	-2	-2
O=C(/C=C/[C@H]1O[C@@H](n2ccc(=O)[nH]c2=O)[C@H](O)[C@@H]1O)NCC1CCCO1 (stereo partly drawn)	-2	1	0	-1	nt	0	6	0.2	-6	-2
COc1ccc(-c2cc(NCCc3ccncc3)n3ncnc3n2)cc1	7	-5	4	-2	-1	3	-9	2.2	-5	2
